G9a inh = inhibitors of human histone lysine methyltransferase G9a. Q96KQ7. G9a H3K9 monomethylation, AlphaScreen, 2 h. actives 8.8% (n = 350,000). Potency, µM (series often up to 102 µM), for inactives: at the top dose activity, negative = inhibition, most hits filed as inhibitors. AID 504332; also: nearly all actives have a fitted effect of over 75% in size
Target sequence (Q96KQ7 913-1193 limits assumed): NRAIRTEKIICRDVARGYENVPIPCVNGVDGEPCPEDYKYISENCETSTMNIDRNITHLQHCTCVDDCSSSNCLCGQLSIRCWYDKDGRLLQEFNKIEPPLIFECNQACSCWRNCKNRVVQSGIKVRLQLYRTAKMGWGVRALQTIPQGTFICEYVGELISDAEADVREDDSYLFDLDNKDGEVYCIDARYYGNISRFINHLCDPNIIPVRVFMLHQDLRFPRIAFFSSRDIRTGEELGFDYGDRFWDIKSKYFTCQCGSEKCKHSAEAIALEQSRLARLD
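Quantitative HTS format: methyltransferase activity on a biotin-tagged H3K9 peptide is measured by AlphaScreen, using a rabbit anti-monomethyl-H3K9 antibody with streptavidin donor and anti-IgG acceptor beads. Final levels are 20 nM enzyme, 500 nM peptide, 20 uM SAM; 2 h RT.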
GLS inh = glutaminase GLS (human) inhibition | Potency, µM (series often up to 45.5 µM), inactives show at the highest dose activity change, negative = inhibition, most hits filed as inhibitors | O94925 | AID 624170 | GLS enzymatic activity, qHTS titration | actives 0.21% (n = 410,000)
Target sequence (O94925 whole entry, looked up): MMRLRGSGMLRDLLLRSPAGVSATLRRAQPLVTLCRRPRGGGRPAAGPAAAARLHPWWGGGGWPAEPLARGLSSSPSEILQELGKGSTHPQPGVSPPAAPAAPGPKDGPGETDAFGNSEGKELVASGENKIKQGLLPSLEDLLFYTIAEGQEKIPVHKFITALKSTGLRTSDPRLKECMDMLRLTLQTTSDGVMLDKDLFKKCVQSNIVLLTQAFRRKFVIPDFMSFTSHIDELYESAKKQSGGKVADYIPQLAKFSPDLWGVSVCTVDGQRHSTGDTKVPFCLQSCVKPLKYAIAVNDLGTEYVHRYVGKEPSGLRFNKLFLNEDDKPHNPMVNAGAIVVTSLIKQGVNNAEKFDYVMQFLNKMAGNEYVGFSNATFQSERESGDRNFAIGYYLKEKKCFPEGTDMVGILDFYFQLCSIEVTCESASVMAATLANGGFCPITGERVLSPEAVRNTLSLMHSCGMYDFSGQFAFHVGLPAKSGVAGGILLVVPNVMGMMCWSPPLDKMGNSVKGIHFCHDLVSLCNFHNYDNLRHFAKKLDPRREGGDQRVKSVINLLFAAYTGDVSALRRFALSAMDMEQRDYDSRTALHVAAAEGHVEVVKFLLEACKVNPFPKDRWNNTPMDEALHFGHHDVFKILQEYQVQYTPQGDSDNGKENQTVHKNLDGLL
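hKGA in 45 mM KH2PO4 pH 8.2, 0.02% Tween-20 with pin-transferred compounds; 1 mM L-glutamine (stock) plus glutamate oxidase/HRP/Amplex Red coupling added. Fluorescence read initially and after 30 min at RT.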
BAZ2B block = inhibitors of human BAZ2B bromodomain. AlphaScreen BAZ2B-H3K14Ac peptide displacement. actives 4.4% (n = 360,000). Potency, µM (highest dose often 114 µM), inactives show at the top dose activity change, negative = inhibition, most hits filed as inhibitors. AID 504333; also: nearly all actives have a fitted effect of over 60% in size
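In this displacement format the biotinylated H3(5-23) peptide acetylated at Lys14 serves as ligand at 50 nM, with BAZ2B at 50 nM in PBS pH 7.4 containing 0.01% Tween-20. Donor and acceptor beads are 10 ug/mL final.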
Active calls of the source: *; u = inconclusive; x = not tested or not shown; [ ] = dose if it differs, or a comment. Calls follow the shape of the dose curve; as a rule, active = well fitted curve in the direction sought with a large enough effect; inconclusive = small, poorly fitted or top-dose-only effect, or another doubt; inactive = no such curve, though single readings can be large; an effect the other way counts as inactive or inconclusive. % is scaled to controls: 0 for no effect and ±100 for the full control effect; potency is read from the fitted curve at half-maximal effect.

cpd | SMILES | G9a inh | GLS inh | BAZ2B block
1 | CC(=O)Nc1ccc(S(=O)(=O)NCc2ccc(C(=O)NCCN(C)Cc3ccccc3)cc2)cc1 | x | -15.8% | x
2 | Cc1nc2n(c(=O)c1CCN1CCC(c3noc4cc(F)ccc34)CC1)CCC[C@@H]2O | x | -2.6% | x
3 | CCCC(CCC)C(N)=O | x | -5.1% | x
4 | CCc1cccc(CC)c1NC(=O)c1ccc(-c2cc(Cl)ccc2Cl)o1 | x | -20.5% | x
5 | COc1cc2c(c(OC)c1OC)-c1c(cc3c(c1OC)OCO3)CC(C)C(C)(O)C2 (stereo not drawn) | x | -6.2% | x
6 | CCNC(=O)[C@H]1CCCN1C(=O)[C@H](CCCN=C(N)N)NC(=O)[C@H](CC(C)C)NC(=O)[C@H](CC(C)C)NC(=O)[C@@H](Cc1ccc(O)cc1)NC(=O)[C@H](CO)NC(=O)[C@@H](Cc1c[nH]c2ccccc12)NC(=O)[C@H](Cc1cnc[nH]1)NC(=O)[C@@H]1CCC(=O)N1 | x | 19.8% | x
7 | C#C[C@@]1(OC(C)=O)CC[C@H]2[C@@H]3CCC4=CC(=O)CC[C@@H]4[C@H]3CC[C@@]21C | x | 0.3% | x
8 | O=S(=O)(O)Oc1ccc(C(c2ccc(OS(=O)(=O)O)cc2)c2ccccn2)cc1 | x | 7.5% | x
9 | CCOc1ccc(C[C@H]2NC(=O)CCSSC[C@@H](C(=O)N3CCC[C@H]3C(=O)N[C@@H](CCCN)C(=O)NCC(N)=O)NC(=O)[C@H](CC(N)=O)NC(=O)[C@H]([C@@H](C)O)NC(=O)[C@H]([C@@H](C)CC)NC2=O)cc1 | x | -0.2% | x
10 | Cc1ccccc1C(=O)N1CC/C(=N/OS(=O)(=O)O)c2ccc(Cl)cc21 | x | 6.4% | x

Single records, from the list above:
C#C[C@@]1(OC(C)=O)CC[C@H]2[C@@H]3CCC4=CC(=O)CC[C@@H]4[C@H]3CC[C@@]21C across the screens: G9a inh = x; GLS inh = 0.3%; BAZ2B block = x
CCc1cccc(CC)c1NC(=O)c1ccc(-c2cc(Cl)ccc2Cl)o1 across the screens: G9a inh = x; GLS inh = -20.5%; BAZ2B block = x

Returning to the listing; the two compounds before the break are reprinted first.
cpd | SMILES | G9a inh | GLS inh | BAZ2B block
9 | CCOc1ccc(C[C@H]2NC(=O)CCSSC[C@@H](C(=O)N3CCC[C@H]3C(=O)N[C@@H](CCCN)C(=O)NCC(N)=O)NC(=O)[C@H](CC(N)=O)NC(=O)[C@H]([C@@H](C)O)NC(=O)[C@H]([C@@H](C)CC)NC2=O)cc1 | x | -0.2% | x
10 | Cc1ccccc1C(=O)N1CC/C(=N/OS(=O)(=O)O)c2ccc(Cl)cc21 | x | 6.4% | x
11 | CCN1C(=O)c2ccccc2C1Nc1cccc(OCCN2CCCCC2)c1 (stereo not drawn) | x | 18.6% | x
12 | O=C(O)C(=O)Nc1cccc(C2=NN=N[N]2)c1 | x | -14.4% | x
13 | COc1ccc(CNCC(O)COc2ccc3[nH]c(=O)ccc3c2)cc1OC (stereo not drawn) | x | -5.7% | x
14 | CCOC(=O)c1ccc(-c2ccc3ncnc(NCc4csc(C)n4)c3c2)o1 | x | -1.7% | x
15 | [NH-]CCC([O-])=NC(Cc1cnc[nH]1)C(=O)[O-].[Zn+2] (stereo not drawn) | x | u | x
16 | CS(=O)(=O)NC(=O)CCC/C=C\C[C@H]1C(=O)C[C@@H](O)[C@@H]1/C=C/[C@@H](O)COc1ccccc1 | x | -18.1% | x
17 | COC1=C(C(=O)O)N2C(=O)[C@@H](NC(=O)C(N)C3C=CCC=C3)[C@H]2SC1 (stereo partly drawn) | x | 0.2% | x
18 | CSCC[C@H](NC(=O)[C@@H](Cc1ccc(O[S+](=O)([O-])O)cc1)NC(=O)[C@H](N)CC(=O)O)C(=O)NCC(=O)N[C@@H](Cc1c[nH]c2ccccc12)C(=O)N[C@H](CCSC)C(=O)N[C@H](CC(=O)O)C(=O)N[C@@H](Cc1ccccc1)C(N)=O | x | -14.3% | x
19 | C/C(=C(/CCOC(=O)c1ccccc1)SS/C(CCOC(=O)c1ccccc1)=C(\C)N(C=O)Cc1cnc(C)nc1N)N(C=O)Cc1cnc(C)nc1N | x | 3.3% | x
20 | CCN1CCC[C@@H]1CNC(=O)c1cc(S(=O)(=O)CC)ccc1OC | x | -3.0% | x

Part of the list above in order of formula weight, smallest number first:
cpd | SMILES | G9a inh | GLS inh | BAZ2B block
20 | CCN1CCC[C@@H]1CNC(=O)c1cc(S(=O)(=O)CC)ccc1OC | x | -3.0% | x
11 | CCN1C(=O)c2ccccc2C1Nc1cccc(OCCN2CCCCC2)c1 (stereo not drawn) | x | 18.6% | x
14 | CCOC(=O)c1ccc(-c2ccc3ncnc(NCc4csc(C)n4)c3c2)o1 | x | -1.7% | x

More compounds
cpd | SMILES | G9a inh | GLS inh | BAZ2B block
21 | CC1(C)S[C@@H]2[C@H](NC(=O)[C@H](N)c3ccccc3)C(=O)N2[C@@H]1C(=O)OCOC(=O)[C@@H]1N2C(=O)C[C@@H]2S(O)(O)C1(C)C | x | 4.4% | x
22 | CCCC(=O)O[C@]1(C(=O)COC(=O)CC)CC[C@@H]2[C@@H]3CCC4=CC(=O)CC[C@]4(C)[C@H]3[C@@H](O)C[C@@]21C | x | -15.3% | x
23 | CC#CC[C@@H](C)[C@@H](O)/C=C/[C@H]1[C@H]2c3cccc(CCCC(=O)O)c3O[C@H]2C[C@@H]1O | x | 12.7% | x
24 | Cc1cccc(C)c1N(CCCc1cccnc1)C(=O)[C@@H](C)N | x | -1.0% | x
25 | COc1cc(Br)c(C[N+]2(CCOCCC3CCC4CC3C4(C)C)CCOCC2)cc1OC (stereo not drawn) | x | -13.4% | x
26 | CCOc1ccc(N=C(C)Nc2ccc(OCC)cc2)cc1 | x | 11.1% | x
27 | c1ccc(CCCOCCC2CO2)cc1 (stereo not drawn) | 17.6% | x | 8.3%
28 | COc1ccc(C2CC(c3ccc(C)cc3)=NN2C(=O)CCC(=O)O)cc1OC (stereo not drawn) | 0.9% | x | u
29 | CCN1C(=O)[C@H]2[C@H]3[C@H](O)[C@H](O)C/C(=N\O[C@H](C)c4cn([C@H](CO)Cc5ccccc5)nn4)[C@@H]3CC[C@H]2C1=O | u | x | -3.5%
30 | CCC(CC)C(=O)Nc1cccc(SC)c1 | 10.8% | x | -3.8%
31 | COC(=O)[C@@H]1CC[C@H](C)[C@@H](c2ccc(C)cc2)N1C(=O)c1ccc(/C=N/OCC[C@@H]2C=C[C@H](OC(C)=O)[C@@H](COC(C)=O)O2)cc1 | u | x | u
32 | CCCCCCCCCCC(=O)NNC(=O)c1c(O)c2ccccc2n(CC)c1=O | 25.0% | x | -0.1%
33 | O=C(O)c1ccc(Cn2c(SCc3cc(=O)n4cc(Br)ccc4n3)nc3ccsc3c2=O)cc1 | -37.9% | x | u
34 | COC(=O)c1cc2c([nH]c3ccccc32)c(C)n1 | -10.3%[59 µM] | x | -4.4%
35 | CCOC(=O)N1CCN(c2ncnc3c2cnn3-c2ccc(Cl)cc2)CC1 | -24.3%[59 µM] | x | 3.1%
36 | O=C(NCCN1CCOCC1)c1cc(Cl)ccc1[N+](=O)[O-] | 6.5%[59 µM] | x | 7.9%
37 | CCCCCCN(C(=O)CCCCCN1C(=O)NC(c2ccc(-c3ccccc3)cc2)C(C(=O)OCc2ccccc2)=C1C)C(C(=O)NCCCC)c1ccc(-c2ccccc2)cc1 (stereo not drawn) | 19.8%[12.7 µM] | x | 0.5%
38 | O=C(NCc1ccco1)c1ccc2nc3sc4c(c3c(=O)n2c1)CCCC4 | u | x | 1.9%
39 | Cc1sccc1C1C(C#N)=C(N)SC(N)=C1C#N | 1.12µM* | x | -35.4%
40 | Cc1cc2oc(=O)cc(Cn3nnc(-c4ccc(Cl)cc4)n3)c2cc1C(C)C | 6.7%[59 µM] | x | -0.7%
41 | Cc1nc2ccccc2c(=O)n1/N=C1\C(=O)N(C)c2ccccc21 | -1.5% | x | -23.1%
42 | COc1ccc2nc3cc(Cl)ccc3c(Nc3cc(CN4CCCC4)c(O)c(CN4CCCC4)c3)c2n1 | u | x | 39.8µM*
43 | Brc1ccc(-c2nn3c(-c4ccncc4)nnc3s2)o1 | u | x | -5.8%
44 | Fc1cccc(-n2c(-c3cccs3)nc3nc4ccccc4nc32)c1 | -2.7%[12.7 µM] | x | 5.4%
45 | O=C1CSC(c2ccccc2)N1c1nnc(C23CC4CC(CC(C4)C2)C3)s1 (stereo not drawn) | 21.9%[12.7 µM] | x | 2.0%
46 | COc1ccc(COC(=O)c2ccc3c(=O)n4c(nc3c2)CCC4)cc1F | 30.0% | x | 5.5%
47 | COc1ccc(N2C(=O)N(Cc3cccc(F)c3)c3ccccc3S2(=O)=O)cc1 | 7.4% | x | -18.0%
48 | O=C(COc1ncnc2scc(-c3ccccc3)c12)NCCN1C(=O)CSC1=O | -35.9% | x | -5.1%
49 | CCSc1nnc(NC(=O)C2CCN(S(=O)(=O)c3c(C)c(C)cc(C)c3C)CC2)s1 | 0.4%[59 µM] | x | -2.4%
50 | CN1CCN(C(CC(=O)Nc2cccc(O)c2)C(=O)O)CC1 (stereo not drawn) | -31.0% | x | 12.9%
51 | CC1=C(C(=O)Nc2ccccc2)C(c2ccco2)C(C#N)=C(SCc2ccccc2)N1 (stereo not drawn) | u | x | -31.8%
52 | CCOc1cc(N2CCOCC2)c(OCC)cc1NC(=O)COc1ccc2ccc(=O)oc2c1 | 5.7%[59 µM] | x | -10.8%
53 | COc1ccc(Nc2cc(C(=O)NCc3cccnc3)c3ccccc3n2)c(OC)c1 | 44.7µM* | x | u
54 | COc1ccc(CCNC(=O)C(NS(=O)(=O)c2ccc3c(c2)CCN3C(C)=O)C(C)C)cc1OC (stereo not drawn) | 39.8µM* | x | -19.0%
55 | CCOC(=O)/C(C#N)=C1\SS/C(=C(/C#N)C(=O)OCC)S1 | 1.58µM* | x | u
56 | CCOc1ccccc1Nc1nc(-c2sc(NC(=O)c3ccc([N+](=O)[O-])cc3)nc2C)cs1 | u | x | u
57 | Cc1ccccc1Nc1nnc(SCc2nc3ccccc3c(=O)[nH]2)s1 | -5.3%[59 µM] | x | -6.0%
58 | O=C(c1ccco1)N1CCN(c2ncnc3c2[nH]c2ccccc23)CC1 | -33.6%[59 µM] | x | 7.5%
59 | COc1ccc(OC)c(N/C(=N\c2nc(C)cc(C)n2)NC(=O)c2ccco2)c1 | 4.5%[12.7 µM] | x | 5.4%
60 | CC(C)C(C)NC(=O)COC(=O)c1cc(S(=O)(=O)N(C)C)ccc1N1CCCC1 (stereo not drawn) | -1.3% | x | -12.3%
61 | CC(C(=O)Nc1ccccc1F)N1CCN(C)CC1 (stereo not drawn) | u | x | 50.1µM*
62 | Cc1ccc(Nc2nc(N)nc(CN3CCN(C)CC3)n2)cc1C | u | x | 12.3%
63 | COc1ccc2c(c1)O[C@@H](c1ccc3c(c1)OCO3)[C@H](OC(=O)Nc1cc(OC)c(OC)c(OC)c1)C2=O | u | x | -25.0%
64 | COc1ccc(-c2nsc3c(N4CCN(S(=O)(=O)c5ccccc5)CC4)ncnc23)cc1 | -4.6% | x | 2.9%
65 | COc1cc2nc(CN3CCN(C(c4ccccc4)c4ccccc4)CC3)[nH]c(=O)c2cc1OC | 7.9%[59 µM] | x | 0.0%
66 | Cc1cc(C)n(-c2nc(SCC(=O)NCC3CCCO3)c3c4c(sc3n2)CCCC4)n1 (stereo not drawn) | 18.5% | x | 11.3%
67 | CC(=O)N1C(=O)N(C)C2C1N(C)C(=O)N2C(C)=O (stereo not drawn) | -1.5%[59 µM] | x | 11.8%
68 | COC(=O)c1cc(CNC(=O)c2cccc(Cl)c2Cl)ccc1OC | -16.5%[59 µM] | x | 1.9%
69 | O=C(NC1CC2CCCC(C1)N2C1CC1)NC12CC3CC(CC(C3)C1)C2 (stereo not drawn) | 4.2%[12.7 µM] | x | 8.7%
70 | Cc1nnc2ccc(-c3ccc(NC(=O)c4ccc(Cl)nc4)cc3)nn12 | 79.4µM* | x | -34.8%

Further entries
cpd | SMILES | G9a inh | GLS inh | BAZ2B block
71 | CC(NC(=O)c1cc(-c2ccccc2)nc2ccccc12)C1CCCO1 (stereo not drawn) | 11.7% | x | -14.8%
72 | O=C(Nc1nc(-c2ccccn2)cs1)c1ccc(S(=O)(=O)N2CCCCC2)cc1 | 65.2%[activator][59 µM] | x | u
73 | Cc1occc1-c1nnc(SCC(=O)N2CCN(c3ccccc3F)CC2)n1C | 18.5% | x | -5.9%
74 | CCC(C)C(NC(N)=O)C(=O)NC1CCC(C)CC1 (stereo not drawn) | -0.1% | x | 0.9%

Records listed so far marked active in BAZ2B block.
cpd | SMILES | G9a inh | GLS inh | BAZ2B block
42 | COc1ccc2nc3cc(Cl)ccc3c(Nc3cc(CN4CCCC4)c(O)c(CN4CCCC4)c3)c2n1 | u | x | 39.8µM*
61 | CC(C(=O)Nc1ccccc1F)N1CCN(C)CC1 (stereo not drawn) | u | x | 50.1µM*

An excerpt; count on the stated rates, not on these rows.
